Compound activity: PubChem BioAssay, several laboratories
Lung fibro prol: blocks proliferation of human lung fibroblasts | viability, % at 10 µM | 85,000 tested, 1.1% active | LL 47 human lung fibroblast viability, ATP luminescence; active compounds read low;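 active = viability at or below 50% in the single dose screen; inactive = viability above 50%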;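 also: compound exposure lasted 72 h before the ATP readout; 100% = median luminescence of untreated cell-only wells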
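Benchmarks: Cell-only wells, no compound | Test system: LL 47 human lung fibroblasts, passage 12 or lower | Input: 1,150 cells/well | Measured by: CellTiter-Glo luminescence measuring cellular ATP | Medium: IMEM, 15% FBS supplement | Schedule: Overnight attachment after seeding, then 72 h compound exposure at 37 °C | Doses: Compound addition at 0.1% DMSO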
H69AR inhibit: blocks growth of human H69AR lung tumor cells; H69AR lung tumor viability, ATP luminescence, 72 h; active compounds read low; viability, % at 10 µM; 85,000 tested, 6% active;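 active = viability at or below 40%; inactive = viability above 40%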;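 also: multidrug resistant small cell line overexpressing MRP-1 efflux transporter; 100% = mean luminescence of untreated control wells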
HUVEC prolif 384: blocks proliferation of human endothelial cells; HUVEC proliferation, CellTiter-Glo luminescence, 72 h; active compounds read low; 86,000 tested, 1.1% active; viability, % at 10 µM (by protocol);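 active = viability at or below 30%; inactive = viability above 30%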;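 also: 100% = median luminescence of DMSO-only cell control wells on each plate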
cytoskel mod: alters cytoskeleton assembly in HUVEC cells | HUVEC TNFa F-actin phalloidin imaging, high content | inhibition, % at 2 µM | 91,000 tested, 0.18% active;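 active = inhibition above the batch mean plus 3 SD and confirmed as a hit by visual image inspection, cut at about 30% in these data, passing the limit was not always enough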; also: strong numbers were not always called active
TNFa cytotox: HUVEC cytotoxicity counter-screen, TNF alpha stimulated; cell count reduction, % at 2 µM; HUVEC TNFalpha-stimulated, Hoechst cell count, imaging; 93,000 tested, 0.17% active;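 active = cell count reduction exceeding the screen mean by over 5 SD, scaled to untreated wells per plate, cut at about 78% in these data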;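 also: cells counted after 24 h of TNF alpha exposure following the 1 h pretreatment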
PTK2B oligo ant: antagonists of human Pyk2 oligomerization; Q14289; z-score (the deposit names both 25 µM and 10 µM); AID 1347419; Q293 cells, Pyk2 FERM NanoBiT luminescence; active compounds read low; 99,000 tested, 0.83% active;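 active = Z-score of -3 or lower, scaled per plate to the spread of control and sample wells; inactive = z-score above -3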;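 also: negative z-score means lost luminescence so less FERM oligomerization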
Target sequence (Q14289 whole entry, looked up): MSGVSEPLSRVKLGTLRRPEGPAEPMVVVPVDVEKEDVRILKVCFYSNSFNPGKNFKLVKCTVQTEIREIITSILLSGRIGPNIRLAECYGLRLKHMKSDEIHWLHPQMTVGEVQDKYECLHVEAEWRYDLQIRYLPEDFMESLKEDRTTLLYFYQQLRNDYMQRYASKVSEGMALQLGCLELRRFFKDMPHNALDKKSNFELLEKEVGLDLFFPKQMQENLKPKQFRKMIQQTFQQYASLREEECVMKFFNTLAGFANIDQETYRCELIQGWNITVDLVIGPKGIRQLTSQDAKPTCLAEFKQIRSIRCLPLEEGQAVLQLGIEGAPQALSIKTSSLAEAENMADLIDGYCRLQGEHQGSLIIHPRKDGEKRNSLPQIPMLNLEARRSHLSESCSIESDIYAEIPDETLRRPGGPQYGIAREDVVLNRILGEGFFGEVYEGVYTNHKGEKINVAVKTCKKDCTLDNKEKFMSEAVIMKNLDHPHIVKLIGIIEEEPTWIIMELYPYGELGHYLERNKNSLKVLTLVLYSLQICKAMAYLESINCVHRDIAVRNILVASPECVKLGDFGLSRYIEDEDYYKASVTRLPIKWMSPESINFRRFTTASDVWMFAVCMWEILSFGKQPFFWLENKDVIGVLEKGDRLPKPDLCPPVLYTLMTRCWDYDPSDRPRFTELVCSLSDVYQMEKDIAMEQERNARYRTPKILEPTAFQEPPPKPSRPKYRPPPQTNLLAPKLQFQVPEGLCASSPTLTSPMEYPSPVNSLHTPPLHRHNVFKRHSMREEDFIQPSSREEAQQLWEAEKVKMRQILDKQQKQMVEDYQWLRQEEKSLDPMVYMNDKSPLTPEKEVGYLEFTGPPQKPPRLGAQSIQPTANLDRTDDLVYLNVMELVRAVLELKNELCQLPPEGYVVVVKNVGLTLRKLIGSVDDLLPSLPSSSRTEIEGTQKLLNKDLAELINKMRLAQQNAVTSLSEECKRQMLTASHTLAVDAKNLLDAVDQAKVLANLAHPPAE
VCAM1 TNFa inh: reduces TNF alpha induced VCAM1 expression in HUVEC | HUVEC TNFa-induced VCAM-1 immunofluorescence, high-content imaging | AID 802 | inhibition, % at 2 µM | 95,000 tested, 0.48% active;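 active = inhibition above the batch mean plus 3 SD, with images confirmed as a hit by eye, cut at about 37% in these data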;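 also: 0% = TNF-stimulated DMSO wells and 100% = unstimulated control wells; not every result past the cut was called active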
Smad3 FoxH1 inh: inhibitors of human Smad3 transcription factor binding | P84022 | TR-FRET Smad3/Dy647-FoxH1 peptide binding, europium anti-His | inhibition, % at 25 µM | 88,000 tested, 0.29% active | AID 630;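 active = compounds that reduce the energy-transfer binding signal between the protein and its labelled peptide by more than half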;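 also: 0% = Smad3 plus labelled peptide maximal FRET and 100% = peptide-only background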
HUVEC tox IL1B: HUVEC cytotoxicity counter-screen, IL-1B stimulated. HUVEC cell count loss, Hoechst imaging. cell count reduction, % at 2 µM. 94,000 tested, 0.41% active;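 active = cell count reduction more than 3 SD above the screen-wide mean, cut at about 70% in these data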;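 also: normalized per plate to untreated control cells as the no-loss baseline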
The depositor's hits bear a star; . = not tested or not shown; [ ] = remark or other dose. The list is partial; rates above refer to the full screens.

SMILES	Lung fibro prol	H69AR inhibit	HUVEC prolif 384	cytoskel mod	TNFa cytotox	PTK2B oligo ant	VCAM1 TNFa inh	Smad3 FoxH1 inh	HUVEC tox IL1B
COc1ccc(-c2[nH]c(-c3ccc(C)cc3)nc2SCC(=O)NCc2ccco2)cc1OC	91	41	69	4	-13	.	-7	-15[fluorescence artefact?]	15
Cc1ccc(-c2noc(C3CCCCC3)n2)cc1	104	92	103	-17	-18	0.55	6	6	-37
CCO/C(C)=C1\C(=O)N(CC)c2ccccc21	99	81	91	-14	-23	0.41	16	-6	10
CC(=O)C1C(c2ccco2)c2c(noc2C)CC1(C)O (stereo not drawn)	99	97	105	-7	-23	-0.33	6	-8	-38
COc1ccc(-c2nnc3ccc(SCC(=O)N4CCCCCC4)nn23)cc1OC	115	54	94	.	.	.	.	-7	.
CC(NCC1(N2CCOCC2)CCCCC1)C(=O)N1CCc2ccccc21 (stereo not drawn)	112	71	89	-9	-14	-0.63	4	-3	-17
CC(=O)Nc1ccc(NC(=O)Cn2c(CC(=O)N3CCCC3)nc3ccccc32)cc1	98	93	92	-25	-15	0.46	3	17[fluorescence artefact?]	-16
CC(C)c1ccc(NC2(C#N)C(=O)Nc3ccccc32)cc1 (stereo not drawn)	100	72	96	16	-4	1	5	-7	-13
CC(=O)NC(C)C(=O)OCC(=O)Nc1ccc(Br)cc1 (stereo not drawn)	99	100	95	-3	1	0.59	21	-11	10
CC(=O)NCCC(=O)NCc1ccc(F)cc1	109	106	106	-10	-15	0.75	-13	2	1
Cc1ccc(N(C(=O)Nc2ccccc2)C2=NCC(C)S2)cc1 (stereo not drawn)	98	88	74	22	-28	2	-15	-3	-27
Cc1cccc(NC(=O)CC2SC(=NC3CCCCC3)NC2=O)c1 (stereo not drawn)	101	96	98	.	.	-0.15	.	3	.
CC(=O)N1C(c2ccccc2)CC(=O)OC1c1ccc2c(c1)OCO2 (stereo not drawn)	102	87	90	4	-22	-0.64	9	-12	2
CCC(C)(C)NC(=O)CN(CC1CCCO1)C(=O)CCC(=O)Nc1nccs1 (stereo not drawn)	97	88	98	-3	-6	0.74	-4	2	7
Cc1nn(Cc2ccc(Cl)c(Cl)c2)c(C)c1NC(=O)c1cc(CC(C)C)on1	93	70	87	.	.	.	.	-3	.
O=C(Nc1nnc(CCc2ccccc2)s1)C1CCCO1 (stereo not drawn)	100	88	104	.	.	-0.2	.	-24	-7
COc1ccc2c(c1OC)C(=O)OC2Nc1ncccc1C (stereo not drawn)	104	89	113	32	-27	-0.47	-2	-7	4
CC(NC(=O)CCC1COc2ccccc2O1)c1ccccc1 (stereo not drawn)	97	107	112	-11	-6	-0.11	0	-9	2
O=c1c(O)c(-c2cccs2)oc2ccccc12	91	44	74	11	-8	-1.1	17	8	-48
Cn1nnc(NCc2cc(Br)ccc2OCc2cccs2)n1	92	94	106	4	1	-0.87	-6	1	-12
CC(=O)N1CCc2cc(S(=O)(=O)CCC(=O)O)ccc21	115	92	99	22	-19	0.57	-10	-5	0
CN(C)CCCOc1ccc(Cl)cc1Br	.	.	.	-8	-23	0.31	-14	.	-10
COc1cc(NC2=CC(=O)CC(C)(C)C2)cc(OC)c1	94	96	103	.	.	-1.6	.	6	.
CCN(CC)CCN1C(=O)c2oc3ccccc3c(=O)c2C1c1ccc(C)cc1 (stereo not drawn)	101	79	93	.	19	0.09	29	2	-24
O=C(CNC(=O)c1ccc(Cl)cc1Cl)NCCCn1ccnc1	105	95	93	8	-32	-0.19	-3	4	5

Taken from above.
COc1cc(NC2=CC(=O)CC(C)(C)C2)cc(OC)c1 – HUVEC prolif 384 = 103
CC(=O)N1CCc2cc(S(=O)(=O)CCC(=O)O)ccc21 – H69AR inhibit = 92

Limited to HUVEC prolif 384 and PTK2B oligo ant (two entries from above):
SMILES | HUVEC prolif 384 | PTK2B oligo ant
O=c1c(O)c(-c2cccs2)oc2ccccc12 | 74 | -1.1
Cn1nnc(NCc2cc(Br)ccc2OCc2cccs2)n1 | 106 | -0.87

The list goes on:
SMILES	Lung fibro prol	H69AR inhibit	HUVEC prolif 384	cytoskel mod	TNFa cytotox	PTK2B oligo ant	VCAM1 TNFa inh	Smad3 FoxH1 inh	HUVEC tox IL1B
COc1ccc(CCNC(=O)c2cnccn2)cc1	103	95	108	-11	-8	.	17	-1	12
Cc1ccc(-c2cc3c(nn2)-c2ccccc2C3=O)cc1	47*	12*	58	.	.	.	.	26	.
O=C(O)CP(=O)(c1ccccc1)c1ccccc1	92	88	94	19	-23	-0.32	10	1	-16
Cc1ccsc1C1C2=C(CCCC2=O)Nc2ncnn21 (stereo not drawn)	107	74	100	3	.	-0.65	-21	1	-26
COc1ccc(C(=O)Nc2ccc3c4c(cccc24)CC3)cc1	.	.	.	-8	-8	-0.25	13	.	-47
COCCNC(=O)CCCCCn1c(=S)[nH]c2ccccc2c1=O	93	99	103	30	-1	0.15	16	-2	-15
c1ccc(-n2nnnc2Oc2cccc3cccnc23)cc1	90	36*	79	12	-12	-0.91	11	-20	5
CCC(=O)N(CCC(c1ccccc1)c1ccco1)Cc1cccs1 (stereo not drawn)	80	88	93	3	-13	-0.85	28	0	17
CC(C)(C)n1nc2c(c1NC(=O)COc1ccc3ccccc3c1)CS(=O)C2 (stereo not drawn)	91	97	99	-8	-27	.	11	10	4
CC1Cc2ccccc2N1C(=O)COC(=O)C1=COCCO1 (stereo not drawn)	98	96	93	.	.	-0.51	.	1	.
Cc1oc(C)c(C(=O)NCCCC(=O)O)c1C(=O)NCCCC(=O)O	113	96	95	.	-32	-0.08	8	0	28
COc1ccc(CC(=O)OCc2cc3cccc(C)c3[nH]c2=O)cc1	91	89	84	-10	15	0.93	18	4	4
Cc1ccc(-n2nnnc2SCCNS(=O)(=O)c2ccccc2)cc1C	94	67	94	29	-19	-1.3	6	-5	-4
CCOC(=O)c1nn(-c2ccccc2)c(=O)cc1SC(C)CC (stereo not drawn)	.	.	.	-12	-10	-1.3	18	.	-8
OCn1ncn(-c2ccccc2)c1=S	101	90	103	-9	-24	1	5	-1	0
Cc1cccc(C)c1NC(=O)C/C(N)=N/O	.	.	.	8	-18	0.7	-41	.	-20
CCc1nc(-c2cc3ccc(C)cc3[nH]c2=O)no1	103	85	103	45	-13	0.51	9	6	12
CC(=O)N1CCc2cc(S(=O)(=O)NC(CC(C)C)C(=O)Nc3ccc4c(c3)OCCO4)ccc21 (stereo not drawn)	97	101	105	.	.	-0.35	.	-6	.
O=C(CN1C(=O)C2CC=CCC2C1=O)Nc1nnc(SCc2c(Cl)cccc2Cl)s1 (stereo not drawn)	.	.	.	2	-6	-0.49	8	.	2
CCc1nnc(NC(=O)c2ccc(S(=O)(=O)N3CCCc4ccccc43)cc2)o1	67	20*	58	.	-16	-1.5	13	27	8
O=C(CCOc1ccccc1)NCc1ccccc1	99	84	101	6	-6	1.2	20	0	-26
CC(C)Cc1ccc(C#N)c(SCC(N)=O)n1	110	98	103	5	-44	0.24	-26	9	2
COc1ccc2c(c1)c(=O)cc(C)n2CC(=O)NCc1ccco1	96	78	86	16	-23	1.3	3	4	9
O=C(NCCc1cccs1)C1CC(c2cccc([N+](=O)[O-])c2)=NO1 (stereo not drawn)	.	.	.	-36	10	.	-12	.	-36
CCOC(=O)c1c(N)sc2c1CCC(C)C2 (stereo not drawn)	98	101	90	-24	0	1.5	13	-1	-17

(listing goes on)
SMILES	Lung fibro prol	H69AR inhibit	HUVEC prolif 384	cytoskel mod	TNFa cytotox	PTK2B oligo ant	VCAM1 TNFa inh	Smad3 FoxH1 inh	HUVEC tox IL1B
CCCS(=O)(=O)Nc1c(C(=O)O)[nH]c2ccccc12	96	81	89	2	10	-0.36	25	11	-8
Fc1ccc(CSc2ncnc3sc4c(c23)CCCC4)cc1	.	.	.	-12	0	-0.3	-46	.	4
COc1ccc(/C(O)=C2/C(=O)C(=O)N(Cc3cccnc3)C2c2ccco2)cc1OC (stereo not drawn)	102	80	105	-16	1	-0.28	-3	-7	8
Cc1cc(C(=O)COC(=O)c2ccccc2O)c(C)n1Cc1cccs1	.	.	.	-25	-15	-0.41	4	.	-1
O=S(=O)(Cc1ccccc1)NCc1cccnc1	93	95	83	-6	9	0.17	28	-2	10
O=C(CS(=O)(=O)Cc1ccccc1)Nc1nc2ccccc2s1	.	75	95	0	37	-0.4	20	-2	16
COc1ccc(S(=O)(=O)N2CCCC(C(=O)NCc3ccncc3)C2)cc1 (stereo not drawn)	103	95	88	-8	4	-0.41	15	-5	-10
Cc1nnc(SCC(=O)c2c(N)n(C)c(=O)n(C)c2=O)[nH]c1=O	99	101	97	.	.	-0.22	.	4	.
CCn1c(SCC(=O)NC2CCCCC2C)nnc1-c1ccc(OC)cc1 (stereo not drawn)	96	92	94	-46	1	1.1	-7	1	-33
O=C1CN(C(=O)COC(=O)C23CC4CC(CC(O)(C4)C2)C3)c2ccccc2N1	104	91	98	10	-7	-0.57	16	-2	-11
Cc1c(C)c2cc(Cl)c(O)c(CN3CCCCC3)c2oc1=O	100	93	97	13	-32	.	-9	3	-9
O=C(CN(Cc1ccc(Cl)c(Cl)c1)S(=O)(=O)c1ccccc1)N/N=C\c1ccc2c(c1)OCO2	.	.	.	4	-8	-1.5	-23	.	8
CC(C#N)On1c(SC(C)C#N)nc2ccccc2c1=O (stereo not drawn)	99	90	102	-5	24	-0.16	21	-1	26
CN(C)C(=O)COn1c(SCC(=O)N(C)C)nc2ccccc2c1=O	.	.	.	-25	0	0.47	-20	.	4
Cc1nc2ncnn2c(C)c1CCC(=O)O	99	110	102	-9	-2	-0.11	19	-16	-31

Laid out differently: entries from further up
Every second line gives: Lung fibro prol, H69AR inhibit, HUVEC prolif 384, cytoskel mod, TNFa cytotox, PTK2B oligo ant, VCAM1 TNFa inh, Smad3 FoxH1 inh, HUVEC tox IL1B
> Cc1nnc(SCC(=O)c2c(N)n(C)c(=O)n(C)c2=O)[nH]c1=O
 : 99, 101, 97, ., ., -0.22, ., 4, .
> CCn1c(SCC(=O)NC2CCCCC2C)nnc1-c1ccc(OC)cc1 (stereo not drawn)
 : 96, 92, 94, -46, 1, 1.1, -7, 1, -33
> O=C1CN(C(=O)COC(=O)C23CC4CC(CC(O)(C4)C2)C3)c2ccccc2N1
 : 104, 91, 98, 10, -7, -0.57, 16, -2, -11
> Cc1c(C)c2cc(Cl)c(O)c(CN3CCCCC3)c2oc1=O
 : 100, 93, 97, 13, -32, ., -9, 3, -9
> O=C(CN(Cc1ccc(Cl)c(Cl)c1)S(=O)(=O)c1ccccc1)N/N=C\c1ccc2c(c1)OCO2
 : ., ., ., 4, -8, -1.5, -23, ., 8
> CC(C#N)On1c(SC(C)C#N)nc2ccccc2c1=O (stereo not drawn)
 : 99, 90, 102, -5, 24, -0.16, 21, -1, 26
> CN(C)C(=O)COn1c(SCC(=O)N(C)C)nc2ccccc2c1=O
 : ., ., ., -25, 0, 0.47, -20, ., 4
